S100A4 inh HTS – inhibitors of human S100A4 binding to myosin IIA peptide. P26447. S100A4/TAMRA-MyoIIA peptide fluorescence polarization. inhibition, % at 10.7 µM. 360,000 tested, 0.14% active. AID 652163;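 active = mean inhibition of at least 70% across replicates, with every replicate also reaching that level; inconclusive = mean inhibition reaches 70% but some replicates fall short; inactive = mean inhibition below 70%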
Target sequence (P26447 whole entry, looked up): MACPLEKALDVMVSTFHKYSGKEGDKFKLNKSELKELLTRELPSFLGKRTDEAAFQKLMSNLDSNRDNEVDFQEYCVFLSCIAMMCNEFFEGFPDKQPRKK
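Material: S100A4 monomer (human). Medium: Calcium-containing HEPES buffer, pH 7.2. Probe or stimulus: labelled myosin peptide probe, 5 nM. Compound dosing: one concentration per compound. Timing: polarization read 5 min after assay mix addition, stable 5–60 min. Benchmarks: DMSO as neutral control, TFP as positive control.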
RAD54 branch – blocks human RAD54 Holliday junction branch migration. Q92698. FAM/BHQ fluorescence. inhibition, % at 10.4 µM. 360,000 tested, 0.14% active. AID 602329;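 active = mean normalized replicate activity at least 40 and at least half of replicates scoring 40 or more; inconclusive = only one of the two criteria met; inactive = mean below 40 and under half of replicates reaching 40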;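 also: 0% = median of neutral control wells and 100% = median of positive control wells; inhibitors cause a drop in the FAM fluorescence signal; in these data hits start at about 50%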
Target sequence (Q92698 whole entry, looked up): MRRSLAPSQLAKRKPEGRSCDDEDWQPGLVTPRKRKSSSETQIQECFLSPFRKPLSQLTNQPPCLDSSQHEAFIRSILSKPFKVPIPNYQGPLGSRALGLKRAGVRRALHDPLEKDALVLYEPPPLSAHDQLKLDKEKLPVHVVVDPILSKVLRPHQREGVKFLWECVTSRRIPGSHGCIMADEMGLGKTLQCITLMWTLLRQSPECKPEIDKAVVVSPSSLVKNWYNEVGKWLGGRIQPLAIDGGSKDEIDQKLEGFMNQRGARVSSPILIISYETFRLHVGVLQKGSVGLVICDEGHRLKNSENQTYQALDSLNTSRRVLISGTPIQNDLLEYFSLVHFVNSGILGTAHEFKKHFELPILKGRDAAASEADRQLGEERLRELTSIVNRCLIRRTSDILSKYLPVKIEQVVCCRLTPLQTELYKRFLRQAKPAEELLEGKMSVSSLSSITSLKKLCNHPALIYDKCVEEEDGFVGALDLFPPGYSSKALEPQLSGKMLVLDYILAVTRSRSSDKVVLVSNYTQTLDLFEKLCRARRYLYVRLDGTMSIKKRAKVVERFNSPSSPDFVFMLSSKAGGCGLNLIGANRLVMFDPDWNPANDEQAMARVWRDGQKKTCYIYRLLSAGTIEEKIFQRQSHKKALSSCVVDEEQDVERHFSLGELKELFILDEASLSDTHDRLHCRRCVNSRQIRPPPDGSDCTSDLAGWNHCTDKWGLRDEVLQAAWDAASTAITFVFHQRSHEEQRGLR
esBAF inh – SWI/SNF esBAF complex inhibition; mouse ES cells, Bmi1-luciferase knock-in reporter, 24 h; 100% = twice the neutral-well signal; reporter increase, % at 12.5 µM; 350,000 tested, 2% active; AID 602393; in the data active = activation above about 40%; inconclusive = no clear call, values can overlap the other calls;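 also: 0% = median of the plate's neutral control wells and 100% = double that signal; a rise in the Bmi1 reporter signal indicates esBAF inhibition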
ERAP1 HTS inh – blocks human ERAP1 aminopeptidase activity | Q9NZ08 | recombinant ERAP1, Leu-AMC fluorescence, 60 min | inhibition, % at 10.7 µM | 340,000 tested, 0.15% active | AID 652197;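 active = mean replicate inhibition of at least 30%, or all replicates individually reaching that 30% level; inactive = mean below 30% and not every replicate reaching it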;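 also: 0% = neutral control wells and 100% = L-leucinethiol positive control wells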
Xi reactivation – activators of X-chromosome reactivation in mouse fibroblasts. XiGFP mouse fibroblasts, % GFP-positive cells imaging, 3 d; cells co-treated with 5-aza-dC sensitizer; scaled so ellipticine positive control = 100%. activation, % at 7.58 µM. 360,000 tested, 0.055% active;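 active = mean normalized replicate activation at least 10% and every replicate at or above 10%; inconclusive = only one of the two criteria met; inactive = mean below 10% and not all replicates reach 10%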;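 also: 0% = median of on-plate neutral control wells and 100% = ellipticine 6 µM median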
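System: SV40-immortalized XiGFP fibroblast cells, line 68-5-11 / Incubation: 3-day compound exposure, then 15 min fixation at room temperature / Compound: single concentration per compound, delivered by pin transfer / Buffer or medium: DMEM plus 5-aza-dC sensitizer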
E-selectin induc – E-selectin induction on HUVECs; 260,000 tested, 0.37% active; HUVEC E-selectin immunofluorescence imaging; normalized: neutral wells 0, TNF-alpha wells 100; P16581; AID 686992; activation, % at 7.58 µM;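 active = mean E-selectin-positive cell signal at least 10% of the positive control, reached in at least 60% of replicates, without over 20% cell loss; inconclusive = no rule given, readout overlaps actives, possibly toxicity-flagged; inactive = the rest, including those meeting only one limit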;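 also: in these data hits start at about 27%; measured in HUVEC primary endothelial cells; signal is the percent of cells scored E-selectin positive by PE staining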
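System: HUVEC / Compound: single concentration / Signal: immunofluorescence imaging / Read-out: percent E-selectin-positive cells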
ERp5 inh – blocks human ERp5 reductase activity on insulin. ERp5 insulin aggregation, absorbance 650 nm, 90 min. 350,000 tested, 0.05% active. Q15084. inhibition, % at 9.99 µM;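 active = mean replicate inhibition above about 25%, with every replicate also reaching it, limit read from the data, passing the limit was not always enough; inconclusive = only one of those two criteria met; inactive = neither criterion met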
RAD52 inh – RAD52 (human) annealing inhibition; P43351; recombinant RAD52 DNA annealing, FRET fluorescence; inhibition, % at 18.7 µM; 360,000 tested, 0.46% active; AID 651710;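 active = every replicate showing at least 50% inhibition; inconclusive = mean inhibition at least 50% but not in every replicate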
An asterisk follows results filed as active; u = inconclusive; x = no result given.

Sequence of screens – S100A4 inh HTS | RAD54 branch | esBAF inh | ERAP1 HTS inh | Xi reactivation | E-selectin induc | ERp5 inh | RAD52 inh
1. O=C(CSc1nnc(Cc2cc(=O)[nH]c(=O)[nH]2)n1-c1ccc(F)cc1)N1CCCCC1
  3 | -4 | -5 | 0 | 0.2 | 0.3 | 6 | -48
2. C[C@@H]1CCCCO[C@@H](CN(C)Cc2ccncc2)[C@H](C)CN([C@@H](C)CO)C(=O)c2cc(NC(=O)c3ccncc3)ccc2O1
  -4 | 1 | x | 2 | 0.2 | -0.1 | 0 | 11
3. CCCOC(=O)C1[C@H]2C(=O)N(CCCOC)C[C@]23C=C[C@H]1O3 (some centres not stated)
  5 | 2 | -2 | -1 | x | x | -10 | -4
4. Cc1nc(N2CCOCC2)c2c(C)c(C(=O)Nc3ccccc3Cl)sc2n1
  3 | -12 | 21 | x | 0.0 | -0.1 | -1 | -8
5. O=C1/C(=C/c2ccccn2)SC(=S)N1c1cccc(O)c1
  0 | x | x | x | -0.2 | 2.9 | -2 | -4
6. COc1ccc(NC(=S)NNC(=O)c2ccc(S(=O)(=O)N3CCOCC3)cc2)cc1
  -30 | 1 | 9 | 1 | 0.0 | -5.5 | 1 | -18
7. COc1ccc(CCN2CC(C#N)=C3c4cc(OC)c(OC)cc4CCN3C2)cc1OC
  -2 | -3 | -26 | 5 | 0.0 | 1.2 | 8 | -21
8. CO[C@H]1CN(C)C(=O)c2cc(NC(=O)C3CCCC3)ccc2OC[C@H](C)N(CCC(F)(F)F)C[C@@H]1C
  -7 | -16 | 0 | 3 | -0.5 | -0.1 | -3 | 16
9. Fc1ccc(NC(=S)NCCc2ccc(Cl)cc2)cc1
  -6 | -1 | x | 2 | 0.0 | 4.4 | -3 | 7
10. C[C@@H]1CCCCO[C@@H](CN(C)S(=O)(=O)c2ccc(F)cc2)[C@H](C)CN([C@@H](C)CO)C(=O)c2cc(NC(=O)Nc3cccc4ccccc34)ccc2O1
  -20 | 0 | -1 | -2 | -0.1 | -0.2 | -3 | -44
11. CCOc1ccc(-n2c(=O)c3sccc3n(Cc3ccc(C)cc3)c2=O)cc1
  -5 | x | 1 | x | 0.4 | -0.6 | 0 | -11
12. CC(C)C[C@@H](CN1CCCC1CN1C(=S)NC[C@@H]1Cc1ccc(O)cc1)N1C[C@H](Cc2ccccc2)N(CC2CCCCC2)C1=S (some centres not stated)
  -8 | 2 | 6 | 0 | 0.0 | 1.0 | 6 | -4
13. O=c1c2sc(-c3ccccc3)cc2nc2n1CCCCC2
  -3 | 5 | x | -3 | 0.0 | -0.1 | 3 | -2
14. CC(=O)N(C)C[C@@H]1Oc2cc(-c3ccccc3)ccc2S(=O)(=O)N([C@H](C)CO)C[C@H]1C
  -16 | 3 | 4 | -1 | -0.5 | 0.4 | 0 | -5
15. Cc1c(C(=O)CN2CCN(c3ccccc3)CC2)c2ccccc2n1C
  -12 | 16 | 2 | 1 | 0.2 | 1.0 | 7 | -15
16. O=C(O)COCCN1CCN([C@H](c2ccccc2)c2ccc(Cl)cc2)CC1
  0 | 6 | 0 | -2 | 0.3 | 1.6 | 0 | -15
17. O=C(C[C@H]1C[C@@H]2c3cc(NC(=O)NC4CCCC4)ccc3O[C@@H]2[C@H](CO)O1)NCc1ccc(Oc2ccccc2)cc1
  9 | 0 | 3 | -2 | 0.0 | 1.3 | -2 | -5
18. C[C@@H]1CN([C@@H](C)CO)C(=O)c2cc(NS(=O)(=O)c3ccccc3)ccc2O[C@@H](C)CCCCO[C@@H]1CN(C)C(=O)Nc1cccc2ccccc12
  -7 | -6 | 0 | 2 | 0.0 | x | 2 | -21
19. O=C(Nc1cccc(Cl)c1)N1C[C@H]2[C@@H](c3ccccc31)[C@H](CO)N2C(=O)C1CC1
  12 | 0 | -2 | -3 | 0.0 | 0.0 | 0 | -10
20. CCOc1nc(OCC)c2cnn(C)c2n1
  2 | 5 | -5 | 2 | -0.1 | -0.3 | 5 | -2
21. C[C@H](CO)N1C[C@H](C)[C@H](CN(C)S(=O)(=O)c2ccc(F)cc2)Oc2ccc(N(C)C)cc2C1=O
  2 | 4 | -2 | -1 | 0.5 | 0.1 | -5 | 2
22. Cc1cccc(OCCC(=O)Nc2ccc(F)c(F)c2)c1
  -7 | -1 | 5 | 1 | 0.0 | -0.5 | 0 | -7
23. C[C@@H]1CN([C@H](C)CO)C(=O)c2cc(NC(=O)CCCN(C)C)ccc2O[C@@H](C)CCCCO[C@H]1CN(C)S(=O)(=O)c1cn(C)cn1
  -7 | 1 | -2 | 0 | 0.1 | 0.1 | 3 | -7
24. COc1cc(C2NC(=O)NC(C)=C2C(=O)OCC2CCCO2)cc(OC)c1OC (configuration not stated)
  1 | -3 | -4 | 4 | 0.0 | x | -2 | 2
25. COc1ccc2c(c1OC)C(=O)N1c3ccccc3N=C(c3ccc([N+](=O)[O-])cc3)CC21 (configuration not stated)
  -2 | x | x | -3 | 0.1 | 0.0 | 7 | 0
26. CCC(=O)N1CCN=C1SCc1ccccc1
  -2 | 3 | 9 | 2 | 0.0 | 0.1 | -1 | -4
27. C[C@H]1CN([C@@H](C)CO)C(=O)Cc2cc(NC(=O)C3CC3)ccc2O[C@@H]1CN(C)S(=O)(=O)c1ccccc1
  10 | -8 | 2 | -2 | -0.9 | x | -5 | 5
28. COC(=O)[C@]12C[C@H](CC(=O)N3CCOCC3)C(=O)N(Cc3ccccc3)C1=C[C@H](C1CCCC1)O[C@@H]2C
  -4 | x | x | -3 | 0.3 | -0.2 | 2 | -20
29. CC(=O)Nc1c2c(nn1-c1ccccc1C)CS(=O)C2 (configuration not stated)
  1 | -12 | -3 | 3 | 0.0 | x | 4 | 11
30. C=CCn1c(SCc2ccc(C(=O)Nc3ccccc3)cc2)nnc1-c1ccccc1
  -1 | 2 | 5 | -5 | x | x | -3 | -10
31. CN1C(=O)N(C)c2cccc3cccc1c23
  -5 | -8 | -10 | -6 | 0.1 | x | 1 | -20
32. NC(=O)NCC(=O)N1CCN(S(=O)(=O)c2ccc(Cl)s2)CC1
  5 | -5 | -1 | 0 | 0.1 | -0.2 | 0 | -9
33. COc1cccc(-c2ccc3n(c2=O)C[C@H]2[C@H](CO)[C@@H](C(=O)N4CCCCC4)N(C)[C@@H]32)c1
  18 | -10 | 0 | -1 | 0.4 | -0.5 | -5 | 5
34. COc1ccc(-c2ccc(N)cn2)cn1
  -4 | 8 | 28 | 3 | -0.1 | 0.9 | -1 | -4
35. O=C(COc1ccc(Cl)cc1)NCc1nnc(SCC(=O)Nc2ccc(F)cc2F)o1
  -5 | x | x | -2 | 0.0 | -0.1 | -1 | -4
36. Cc1cccc(NC(=O)COC(=O)CN2C(=O)C3CCCCC3C2=O)c1C (configuration not stated)
  0 | 2 | 1 | -2 | 0.0 | x | -2 | -10
37. COCCNC(=O)c1cc2c(=O)[nH]c3ccccc3c2s1
  0 | -10 | 0 | -6 | 0.1 | 0.7 | -2 | -12
38. C[C@@H]1CN([C@@H](C)CO)C(=O)c2cc(NC(=O)Nc3cccc4ccccc34)ccc2O[C@@H]1CN(C)S(C)(=O)=O
  -19 | -42 | 1 | -1 | -0.9 | x | -1 | 6
39. Cc1ccc(/C(O)=C2\C(=O)C(=O)N(Cc3cccnc3)C2c2ccccc2[N+](=O)[O-])cc1 (configuration not stated)
  -1 | x | x | 2 | 0.0 | x | 5 | -10
40. Cc1ccc(/C=C/c2nnc(-c3cccc(C)c3)o2)cc1
  0 | 4 | 53* | 2 | x | x | 3 | -21
41. O=C(COC(=O)/C=C/c1nc2ccccc2s1)Nc1ccccc1Oc1ccccc1
  -7 | x | x | 0 | 0.0 | x | u | -9
42. CN(C)CC#Cc1ccc([C@H]2[C@H]3CN(C(=O)c4ccccc4)CC(=O)N3[C@H]2CO)cc1
  12 | x | x | 0 | 0.0 | 0.2 | 5 | -3
43. COc1ccc(F)cc1-c1cc(NC=O)c2ncc(-c3cccc(C(F)(F)F)c3)n2c1
  -3 | 5 | -6 | 0 | 0.4 | 0.4 | 8 | -25
44. C[C@H](CO)N1C[C@H](C)[C@H](CN(C)Cc2ccc(C(F)(F)F)cc2)OCCCC[C@H](C)Oc2ccc(NS(=O)(=O)c3ccc(F)cc3)cc2C1=O
  -33 | 2 | -6 | 0 | 0.2 | -0.1 | 6 | -12
45. Cc1ccc(C(=O)CC(=O)c2ccc(C)cc2O)cc1
  -3 | -8 | 33 | -2 | 0.1 | 0.1 | 3 | 3
46. COc1ccc(NC(=O)N[C@@H]2CC[C@@H](CCn3cc(-c4ccccc4)nn3)O[C@H]2CO)cc1
  0 | 1 | -1 | 2 | 0.2 | -0.5 | 3 | 3
47. COc1ccc(-c2[nH]c3ccccc3c2SCCN)cc1
  -9 | -6 | 37 | 4 | 0.4 | 0.1 | -8 | -41
48. COc1cccc(CC2(CO)CCCN(S(=O)(=O)N(C)C)C2)c1 (configuration not stated)
  -13 | x | x | 3 | 0.5 | 0.3 | 0 | -4
49. CC(C)NC(=O)Nc1ccc2c(c1)C(=O)N([C@@H](C)CO)C[C@H](C)[C@@H](CN(C)Cc1ccc(Oc3ccccc3)cc1)O2
  5 | 0 | 1 | 1 | -1.1 | 0.1 | -3 | 7
50. CN(C)CCCNC(=O)c1cc(C(=O)c2ccc(F)cc2)c[nH]1
  0 | 9 | -9 | -3 | 0.2 | 7.8 | -4 | -16
51. O=C(N[C@@H]1CC[C@@H](CCNC(=O)C2CC2)O[C@@H]1CO)c1ccncc1
  2 | 3 | 1 | 0 | -0.1 | -0.1 | -2 | 1
52. CSCCC(c1nnnn1C1CCCC1)N1CCN(C/C=C/c2ccccc2)CC1 (configuration not stated)
  -1 | -4 | -6 | -3 | -0.1 | x | -3 | -15
53. C[C@H]1CCCCO[C@@H](CN(C)Cc2ccc(C(=O)O)cc2)[C@@H](C)CN([C@@H](C)CO)C(=O)c2cc(NC(=O)Nc3ccc(C(F)(F)F)cc3)ccc2O1
  27 | -3 | 1 | 2 | 0.2 | -0.1 | 5 | 2
54. COc1ccc(CN2[C@H](CO)[C@@H]3c4ccccc4NC[C@@H]32)cc1
  -4 | -7 | 4 | 2 | 0.3 | 0.1 | -4 | -8
55. COc1cccc(-c2cnc(C(O)c3ccc(Cl)c(Cl)c3)[nH]2)c1 (configuration not stated)
  -9 | 5 | 2 | 0 | 0.2 | -0.3 | 5 | -89
56. CCC(=O)N1CCCCN2[C@H](CO)[C@@H](c3ccc(-c4cccc(C#N)c4)cc3)[C@H]2C1
  12 | 13 | 2 | 0 | 0.1 | -0.4 | 0 | -20
57. C[C@H]1CN([C@@H](C)CO)C(=O)c2ccccc2-c2ccccc2CO[C@H]1CN(C)Cc1cccc(O)c1
  8 | -3 | -2 | -1 | -1.0 | -0.4 | -9 | 10
